Assay outcomes as filed in PubChem.
CYP2C19 activ – increases human CYP2C19 enzyme activity; recombinant CYP2C19, luciferin-H EGE luminescence; active compounds read high; 0 = fully inhibited enzyme, 1 = untreated enzyme; 96,000 tested, under 10 active; activation factor at 5 µM; P33261;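 active means activation factor of at least 2 at 5 µM in the primary screen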;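 further: 0 = wells with 2.5 mM tranylcypromine and 1 = vehicle-only wells; values of inactives mirror those of a sister screen read the other way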
Target sequence (P33261 whole entry, looked up): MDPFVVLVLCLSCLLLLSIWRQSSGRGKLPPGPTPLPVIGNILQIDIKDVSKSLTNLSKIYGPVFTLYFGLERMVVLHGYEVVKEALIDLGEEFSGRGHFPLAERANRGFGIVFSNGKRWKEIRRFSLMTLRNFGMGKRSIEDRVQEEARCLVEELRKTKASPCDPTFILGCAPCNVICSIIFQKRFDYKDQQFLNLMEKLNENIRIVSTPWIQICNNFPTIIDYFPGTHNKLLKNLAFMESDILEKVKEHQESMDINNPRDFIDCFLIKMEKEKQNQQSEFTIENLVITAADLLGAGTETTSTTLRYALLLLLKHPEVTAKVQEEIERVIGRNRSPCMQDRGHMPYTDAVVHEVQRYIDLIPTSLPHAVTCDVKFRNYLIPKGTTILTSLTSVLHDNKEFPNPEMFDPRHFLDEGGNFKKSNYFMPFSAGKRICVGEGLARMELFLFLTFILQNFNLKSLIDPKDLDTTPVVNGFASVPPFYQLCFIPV
TNFa cytotox – toxic to HUVEC cells under TNF alpha stimulation; cell count reduction, % at 2 µM; HUVEC TNFalpha-stimulated, Hoechst cell count, imaging; 0.17% of 93,000 active; AID 848;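 active means cell count reduction exceeding the screen mean by over 5 SD, scaled to untreated wells per plate, cut at about 78% in these data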;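 further: cells counted after 24 h of TNF alpha exposure following the 1 h pretreatment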
Calb biofilm kill – kills Candida albicans biofilms; C. albicans biofilm + clotrimazole, Alamar Blue; inhibition, % at 6 µM; 0.14% of 85,000 active; AID 834;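 active means inhibition above 20%; inactive means inhibition below 20%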;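 further: preformed 24 hr biofilms exposed to compound for 48 hr; 0% = biofilm without compound and 100% = blank killed by clotrimazole plus chlorhexidine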
CYP2C19 inhib – human CYP2C19 inhibition. P33261. CYP2C19 Supersomes, luciferin-H EGE luminescence, 30 min. inhibition, % at 5 µM. 21% of 96,000 active. AID 778;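 active means CYP2C19 inhibition above a set limit at 5 µM in the primary screen, cut at about 50% in these data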;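 further: plate controls were negative control wells for no effect and 2.5 mM tranylcypromine positive control for full effect; values of inactives mirror those of a sister screen read the other way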
CYP2C9 inhib – human CYP2C9 inhibition; P11712; CYP2C9 Supersomes, luciferin-H conversion, luminescence; inhibition, % at 5 µM; 20% of 96,000 active; AID 777;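 active means blocking of liver enzyme CYP2C9 beyond about 50% at 5 µM, limit read from the data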; further: values of inactives mirror those of a sister screen read the other way
Target sequence (P11712 whole entry, looked up): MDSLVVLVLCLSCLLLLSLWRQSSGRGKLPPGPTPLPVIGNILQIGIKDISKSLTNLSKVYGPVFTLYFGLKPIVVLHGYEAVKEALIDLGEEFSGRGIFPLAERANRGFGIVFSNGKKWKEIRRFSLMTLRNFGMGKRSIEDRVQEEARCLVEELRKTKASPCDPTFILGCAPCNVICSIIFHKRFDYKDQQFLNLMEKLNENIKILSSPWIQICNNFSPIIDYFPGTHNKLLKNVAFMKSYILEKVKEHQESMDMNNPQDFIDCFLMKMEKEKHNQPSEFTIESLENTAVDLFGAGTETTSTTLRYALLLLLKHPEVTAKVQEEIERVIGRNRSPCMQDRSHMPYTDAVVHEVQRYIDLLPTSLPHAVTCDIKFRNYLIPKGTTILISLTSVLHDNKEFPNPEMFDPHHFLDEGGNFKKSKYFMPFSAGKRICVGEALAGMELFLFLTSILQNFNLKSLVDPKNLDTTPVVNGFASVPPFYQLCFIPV
CYP2C9 act – activators of human CYP2C9; activation factor at 5 µM; recombinant CYP2C9, luciferin-H conversion, luminescence; active compounds read high; factor 1 = untreated enzyme, 0 = blocked; 1.4% of 96,000 active; AID 1024;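 active means activation factor of 2 or more for CYP2C9 at a 5 µM dose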;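 further: 0 = sulfaphenazole-blocked wells and 1 = vehicle-only wells; values of inactives mirror those of a sister screen read the other way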
VCAM1 TNFa inh – reduces TNF alpha induced VCAM1 expression in HUVEC; HUVEC TNFa-induced VCAM-1 immunofluorescence, high-content imaging; inhibition, % at 2 µM; 0.48% of 95,000 active; AID 802;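 active means inhibition above the batch mean plus 3 SD, with images confirmed as a hit by eye, cut at about 37% in these data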;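 further: 0% = TNF-stimulated DMSO wells and 100% = unstimulated control wells; not every result past the cut was called active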
IL1B cytotox – HUVEC cytotoxicity counter-screen, IL-1B stimulated | HUVEC cell count loss, Hoechst imaging | cell count reduction, % at 2 µM | 0.41% of 94,000 active;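 active means cell count reduction more than 3 SD above the screen-wide mean, cut at about 70% in these data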;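 further: normalized per plate to untreated control cells as the no-loss baseline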
hDAT+cocaine – human DAT dopamine uptake with cocaine, either direction; B-score at 10 µM; AID 449768; LLC-PK1 hDAT cells, [14C]-dopamine uptake with cocaine IC80; actives deviate in either direction; 1.3% of 110,000 active;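 active means Z score or B-score, a plate-position-corrected score, falls beyond the plate's 99.7% confidence bounds, in either direction; inactive means both scores lie inside the 99.7% bounds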;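 further: scored against the spread of the other compound wells on the same plate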
* marks the source's active call; other numbers are inactive results; . = no result given. Rows were taken by chance (roughly 29% active in at least one column).

Compound	CYP2C19 activ	TNFa cytotox	Calb biofilm kill	CYP2C19 inhib	CYP2C9 inhib	CYP2C9 act	VCAM1 TNFa inh	IL1B cytotox	hDAT+cocaine
CSCCC(NC(=O)c1ccccc1)C(=O)NCc1ccco1 (stereo unspecified)	0.5	0.0	-0.7	45.1	9.4	0.9	-12.7	-19.8	-1.11
CCc1cc(-c2n[nH]c(=S)n2-c2cccc(C)c2)cs1	0.4	-8.0	.	63.3*	31.1	0.7	-8.4	-24.0	.
Cc1ccc(C2C(C#N)=C(N)Oc3c2oc(CO)cc3=O)o1 (stereo unspecified)	1.1	.	-1.0	-13.2	-3.1	1	.	.	-0.0966
Cc1ccc(CNC(=O)CCS(=O)(=O)c2ccc(Br)s2)o1	1	56.7	.	4.9	-12.4	1.1	36.3	-2.5	-0.503
O=C(OCc1nnc(-c2ccccc2)o1)c1ccc2c(c1)OCO2	0.3	10.0	-0.1	65.4*	81.2*	0.2	-17.2	-4.0	-0.318
CCCC1OC23CCCCC2C(C#N)(C(=N)O3)C1(C#N)C#N (stereo unspecified)	0.7	1.4	8.6	33.5	1.4	1	-1.0	12.3	0.988
CN1C(=O)C(O)(C2COC(C)(C)CC2=O)c2cc(Br)ccc21 (stereo unspecified)	0.5	-12.4	3.0	54.5*	-4.7	1	7.9	0.3	-0.0631
COc1ccc(OC)c(N2C(=O)[C@@H]3C(c4ccccc4Cl)=NO[C@@H]3C2=O)c1	0.9	-14.8	-4.0	13.1	20.0	0.8	-15.5	12.3	0.889
CCCOC(=O)Nc1ccccc1C(N)=O	0.9	-5.9	.	5.8	-7.2	1.1	-3.8	6.9	-0.602
CCSc1nc2c(c(=O)[nH]1)C(c1cccnc1)C(C(=O)OC)=C(C)N2 (stereo unspecified)	0.6	.	2.6	37.7	45.5	0.5	.	.	0.989
COc1cnc(-c2ccccn2)nc1Oc1cccc(Cl)c1	0.9	.	.	10.8	8.3	0.9	.	.	1.51
NC(=O)Cn1c(=O)oc2ccccc21	1.1	0.0	2.4	-6.4	-13.8	1.1	9.5	.	-1.06
CCOC(=O)Nc1cc2c(cc1C(C)=O)OCO2	1.2	.	1.0	-18.1	-22.2	1.2	1.2	13.3	0.702
CCC(Sc1nc2cc(OC)c(OC)cc2c(=O)n1Cc1ccco1)C(=O)NCCOC (stereo unspecified)	1	-1.5	1.9	4.1	29.1	0.7	18.0	-2.7	0.445
O=C(COc1ccccc1)N1CCN(c2ccc([N+](=O)[O-])c(N3CCCCC3)c2)CC1	0.4	14.0	.	64.2*	78.7*	0.2	11.0	-38.1	1.13
COc1ccc(NC(=O)Cn2c(-c3ccc(OC)cc3)cn(-c3ccc(C)cc3)c2=O)cc1	1	2.7	2.0	-4.3	10.0	0.9	-25.0	-7.8	0.693
Nc1nnc(SCc2ccc(F)cc2)n1-c1ccccc1	.	.	5.7	.	.	.	-8.1	-29.3	0.0728
Cc1ccc(NC(=O)CSc2nccn2Cc2ccccc2)cc1C	0.7	-10.7	-2.9	34.4	-95.6	2*	-8.0	-0.6	0.713
CCSc1ccc2nnc(-c3ccc(F)cc3)n2n1	0.8	1.7	3.6	21.7	3.5	1	-2.3	1.1	0.962
CCOC(=O)N1CCN(CC(=O)c2ccc3c(c2)CCN3C(C)=O)CC1	0.8	-2.6	13.0	23.0	20.0	0.8	4.3	-20.4	1.05

(more compounds)
Compound	CYP2C19 activ	TNFa cytotox	Calb biofilm kill	CYP2C19 inhib	CYP2C9 inhib	CYP2C9 act	VCAM1 TNFa inh	IL1B cytotox	hDAT+cocaine
CNC(=O)COC(=O)c1cc(F)c(F)cc1Cl	1	-24.7	.	3.7	2.3	1	-33.2	4.9	0.412
S=C1NC(c2ccccc2)N2C(=S)NC(c3ccccc3)N12 (stereo unspecified)	0.1	-25.3	3.4	93.6*	77.6*	0.2	-5.7	-11.2	-0.0135
Cn1c(=O)c2c(nc(N3CCOCC3)n2CCCNC2=NCCC2)n(C)c1=O	1	-12.8	3.3	3.8	6.2	0.9	-8.3	6.6	-0.0129
Cc1ccc(Nc2cnn(C34CC5CC(CC(CC(=O)O)(C5)C3)C4)c(=O)c2Cl)cc1	1.1	-20.4	-0.9	-12.7	-1.6	1	5.6	9.3	-0.849
Cc1occc1C(=O)Nc1ccc(S(=O)(=O)N2CCN(C)CC2)cc1	0.8	-23.8	6.0	16.5	20.8	0.8	6.3	-10.7	-2.07
C=CCn1c2ccccc2c2nnc(SCC(=O)NC(C(=O)OC)C(C)C)nc21 (stereo unspecified)	0	-13.8	8.2	100.0*	90.5*	0.1	14.4	88.6*	0.614
O=C(Nc1cccc(C(F)(F)F)c1)c1cc2ncc(Br)cn2n1	1.1	33.7	3.8	-5.4	-8.9	1.1	4.2	8.1	-1.36
CC[n+]1c(/C=C/Nc2ccccc2)oc2ccccc21	1.1	4.2	.	-8.3	1.8	1	6.6	-16.4	0.197
CCC(CC)C(=O)NCCc1cc2ccc(OC)cc2[nH]c1=O	1	-52.1	4.2	2.2	9.3	0.9	7.2	-44.0	.
Cn1c(=O)[nH]c(=O)c2c1nc(N1CCOCC1)n2CCSc1nc2ccccc2[nH]1	1.2	5.9	5.6	-21.6	-6.0	1.1	5.2	1.6	1.11
c1ccc(-c2noc(CN3CCN(c4ccccc4)CC3)n2)cc1	0.3	.	-9.9	71.1*	44.6	0.6	.	.	-0.0403
COc1ccc(NC2=Nc3ccccc3CC2)cc1	0.8	.	3.0	21.9	5.7	0.9	.	.	-0.783
COc1ccc(-c2nsc3c(N4CCCC4)ncnc23)cc1	0.8	-11.7	8.9	19.0	12.3	0.9	0.8	56.1	1.03
O=S(=O)(NCCCO)c1ccc2c(c1)Cc1cc(S(=O)(=O)NCCCO)ccc1-2	1	.	7.7	1.3	27.4	0.7	.	19.2	-0.124
CCOC(=O)Cc1csc(NC(=O)CSc2nnc(-c3ccc(NS(=O)(=O)CC)cc3)o2)n1	.	-18.5	9.5	.	.	.	-4.8	-9.6	-0.721
COc1ccc(N2CCN(C(=O)C34CCC(C)(C(=O)C3)C4(C)C)CC2)cc1 (stereo unspecified)	1	-21.5	9.9	2.1	-6.9	1.1	-4.6	-8.5	1.13
CN(C(=O)CSC1=Nc2ccccc2C2=NC(c3ccccc3)C(=O)N12)C1CCCCC1 (stereo unspecified)	0.8	10.8	-1.0	15.8	41.4	0.6	10.7	12.2	1.39
CC(=O)Nc1ccc(SCC(=O)N(CCC#N)c2cc(C)cc(C)c2)cc1	0.2	-11.2	.	81.7*	70.1*	0.3	4.8	3.4	1.21
Cc1nc(S(=O)(=O)c2ccc(Cl)cc2)c(NCc2ccccc2)o1	0.6	-9.6	0.5	39.5	2.8	1	3.3	2.5	0.0624
FC(F)(F)c1cnc(N2CCC(=NOCc3ccc(Cl)cc3)CC2)c(Cl)c1	0.9	-11.8	.	9.4	12.4	0.9	17.0	-26.5	-0.641

The list continues.
Compound	CYP2C19 activ	TNFa cytotox	Calb biofilm kill	CYP2C19 inhib	CYP2C9 inhib	CYP2C9 act	VCAM1 TNFa inh	IL1B cytotox	hDAT+cocaine
C=CCn1c(O)c(C(CC)=NCc2cccnc2)c(=O)[nH]c1=O	0.5	-46.1	-1.6	53.6*	25.7	0.7	6.7	-25.3	0.0306
CCCNC(=O)c1ccc(Cl)c(Cl)c1	1	-21.6	1.8	-2.2	-10.8	1.1	-4.5	-11.3	0.498
COCCn1c(SCC(=O)NCC2CCCO2)nc2c(c1=O)SC(C)C2 (stereo unspecified)	1	.	10.8	-3.5	-2.0	1	.	.	-0.076
COc1ccc(C2=NCN(c3ccc(C)cc3)C(=S)N2)cc1	1.1	-13.6	3.4	-14.9	-7.5	1.1	13.9	-2.3	-0.0597
O=C(NCCC1=CCCCC1)C1CCN(S(=O)(=O)c2cccc3cccnc23)CC1	0.7	-2.3	1.5	32.3	-4.5	1	13.1	-36.4	-0.574
COc1ccc(/C=c2\sc3nc(-c4ccccc4)c(-c4ccccc4)n3c2=O)cc1OC	1	-33.6	.	-2.9	-25.9	1.3	9.2	-2.2	.
O=C(CCn1nnc2ccccc21)N1CCC(O)(c2cccc(F)c2)CC1	0.6	.	-0.9	43.3	52.0*	0.5	.	.	1.52
O=C(COc1ccccc1-c1ccccc1)N/N=C/c1cccc2ccccc12	0.7	54.8	.	30.9	11.6	0.9	68.7*	14.4	0.096
CCN(CC)C(=O)c1ccc(COc2ccccc2Br)o1	0.6	-31.5	0.5	39.5	-15.3	1.2	-10.5	14.1	-0.0137
Cc1ccc(NC(=O)c2ccc(OC(=O)CCN3C(=O)c4ccccc4C3=O)cc2)cc1	0.9	5.6	-2.6	5.2	-16.0	1.2	-0.3	20.4	1.25
CCCC(=O)Nc1sc(C)c(C)c1C(=O)Nc1cccc(C)c1	0.8	38.3	.	15.2	10.2	0.9	2.0	2.4	-1.34
CCOC(=O)CN1C(=O)Nc2ccc(Br)cc2C1c1ccccc1 (stereo unspecified)	0.8	-10.8	0.1	25.0	27.7	0.7	1.5	-1.0	-0.024
Nc1nc(CSc2ncn(-c3ccccc3)n2)cs1	0.2	1.5	4.6	81.9*	18.2	0.8	18.9	11.3	0.257
Cc1cccc(-n2c(N)cc(=O)nc2SCC(=O)Nc2nnc(C)s2)c1	1.4	31.5	-1.9	-38.7	0.6	1	-6.4	21.2	-0.591
CC(CCc1ccccc1)NC(=O)c1ccc(Br)o1 (stereo unspecified)	0.4	-11.0	6.2	57.2*	18.7	0.8	95.4*	-45.4	-1.56
Cn1cc(SCC(=O)O)c2ccccc21	1	-13.0	4.9	3.1	3.0	1	15.0	19.0	-0.822
CCCCN(C(=O)c1cnc2n(c1=O)CCS2)c1ccccc1	1.1	-32.1	9.6	-11.6	2.9	1	19.8	-46.7	-2.38
O=C1CC(Sc2nnnn2-c2ccccc2)C(=O)N1c1cccc(Cl)c1 (stereo unspecified)	0.7	9.5	.	27.4	33.5	0.7	1.4	13.2	-0.269
O=c1c2c(nc3n1CCCCC3)sc1c(O)c(Br)ccc12	1	6.2	4.3	-4.6	16.0	0.8	20.3	2.7	1.47
CCS(=O)(=O)N1CCC(C(=O)Nc2cccc(C(C)=O)c2)CC1	0.3	-11.1	2.0	69.5*	12.2	0.9	6.1	-21.4	-0.154

(next part)
Compound	CYP2C19 activ	TNFa cytotox	Calb biofilm kill	CYP2C19 inhib	CYP2C9 inhib	CYP2C9 act	VCAM1 TNFa inh	IL1B cytotox	hDAT+cocaine
CCn1c(=O)c(C(=O)CN2CCCc3ccccc32)c(N)n(Cc2ccccc2)c1=O	0.2	.	3.3	81.3*	93.1*	0.1	.	.	-1
CC(C)(C)C(=O)Cn1c(NCCO)nc2ccccc21	.	-18.3	0.3	.	.	.	-5.7	-30.7	-0.719
NC(=O)Cc1cn(-c2ncc(C(F)(F)F)cc2Cl)c2ccccc12	0.5	-8.8	5.5	47.9	48.9	0.5	-4.9	24.0	-0.0454
CCOc1ccc(N(CC(=O)N2CCCC2)S(=O)(=O)c2c(C)noc2C)cc1	0.6	0.0	-9.9	44.5	6.2	0.9	0.0	1.1	-0.621
COc1cc(NC(=O)c2cc(-c3ccco3)on2)c(OC)cc1Cl	0.9	-19.2	4.7	8.1	-62.6	1.6	5.6	-20.0	.
CCOc1ccc(CCNC(=O)c2cc3sc(Cl)cc3n2C)cc1OCC	0.9	-3.2	-0.4	14.3	2.5	1	-1.6	-5.7	0.513

Three entries already listed, arranged by their value in CYP2C19 activ, falling:
smiles	CYP2C19 activ
CCOc1ccc(CCNC(=O)c2cc3sc(Cl)cc3n2C)cc1OCC	0.9
CCOc1ccc(N(CC(=O)N2CCCC2)S(=O)(=O)c2c(C)noc2C)cc1	0.6
CCn1c(=O)c(C(=O)CN2CCCc3ccccc32)c(N)n(Cc2ccccc2)c1=O	0.2
